Screening results (PubChem BioAssay)
Myeloid diff MLP = myeloid differentiation induction | ER-HoxA9 myeloid progenitors, lysozyme-GFP differentiation, flow cytometry | calls only at 10 µM | 1% of 360,000 active;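 active means normalized GFP-positive differentiation at or above the plate's own cutoff, the solvent-only control mean plus 3 SD; inconclusive means no clear call, values can overlap the other calls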;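 further: cells exposed to compound for four days before flow analysis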
NTR1 agonist = NTR1-driven beta-arrestin-GFP spot formation – imaging, U2OS cells, high content, primary screen (AID 493036); P30989; agonist mode; activation, % at 20 µM; 0.17% of 330,000 active;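 active means activation at or above 40% of the spot to cytoplasm intensity ratio, with at least 20 cells analyzed; inconclusive means wells under 20 cells, flagged as cytotoxic or low count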;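 further: 0% = DMSO without peptide and 100% = 100 nM NTR1 peptide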
Target sequence (P30989 whole entry, looked up): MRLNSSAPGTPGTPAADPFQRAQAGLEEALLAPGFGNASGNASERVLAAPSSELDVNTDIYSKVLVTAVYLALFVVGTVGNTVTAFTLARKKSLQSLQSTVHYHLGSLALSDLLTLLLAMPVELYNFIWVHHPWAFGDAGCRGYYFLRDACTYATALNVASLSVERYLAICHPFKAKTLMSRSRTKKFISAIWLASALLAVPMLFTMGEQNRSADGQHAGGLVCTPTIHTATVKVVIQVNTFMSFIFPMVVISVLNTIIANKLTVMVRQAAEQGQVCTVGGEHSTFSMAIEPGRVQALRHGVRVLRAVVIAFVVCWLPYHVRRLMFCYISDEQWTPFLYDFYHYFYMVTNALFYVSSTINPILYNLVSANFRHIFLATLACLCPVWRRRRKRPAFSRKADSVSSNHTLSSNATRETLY
RSV CPE inhibition = RSV antiviral activity via CPE protection, HEp-2 cells, primary 10 µM value included (AID 2391); HEp-2 cells, RSV-induced CPE inhibition; higher % means a stronger effect; one-dose CPE inhibition, % at 10 µM; IC50 in µM for titrated hits; 0.13% of 310,000 active; in the data active means a potency from the dose series; inconclusive means CPE inhibition mostly from about 23% at the one dose, without a potency; inactive means the rest, 99 in 100 with CPE inhibition below about 21%; further: strong numbers were not always called active
PhoP inhibition = PhoP-dependent GFP reporter repression – Salmonella Typhimurium, primary screen (AID 1863); S. Typhimurium PhoP-regulated promoter GFP reporter, 4 h; higher % means a stronger effect; inhibition, % at 50 µM, or IC50 in µM where a hit was titrated; 0.16% of 300,000 active;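 active means inhibition over 29.93%, a cutoff 3 SD above the screen mean, later confirmed by dose response; inconclusive means inhibition over 29.93% but no dose response follow-up; inactive means inhibition at most 29.93% or unconfirmed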;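 further: 0% = low Mg2+ inducing control and 100% = high Mg2+ repressing control; strong numbers were not always called active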
Large T inhibition = TAg ATPase/helicase activity blockers – biochemical (AID 1903); SV40 large T antigen ATPase/helicase inhibition assay; higher % means a stronger effect; inhibition, % at 20 µM; hits with a dose series show IC50 in µM; 0.39% of 310,000 active; in the data active means a potency from the dose series; inconclusive means inhibition mostly from about 32% at the one dose, without a potency; inactive means the rest, 99 in 100 with inhibition below about 32%; further: strong numbers were not always called active
T cell modulator = T cell immune modulators affecting CD8 T cell-vesicle binding; 2C CD8+ T cell-vesicle binding, flow cytometry; active compounds read low; AID 2052; 0.068% of 330,000 active; calls only at 7 µM;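 active means response, share of CD8 T cells binding vesicles, and their 90th percentile fluorescence all below set limits, cut at about 80% in these data, passing the limit was not always enough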
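Material: murine 2C transgenic CD8+ T lymphocytes / Also added: QL9-peptide-loaded Drosophila micro-vesicles bearing Ld, ICAM-1 and B7-1 / Schedule: binding step 1.5 h, 37 °C, antibody labelling 20 min, ice / Signal: flow cytometry, PE anti-B7-1 (FL2) versus Alexa647 anti-CD8 (FL8), PFA-fixed / Evaluation: percent CD8+ FL2 mean versus row control / Benchmarks: naked versus QL9-loaded vesicles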
UTI89 phage lysis = inhibition of K1F phage lysis, E. coli UTI89, bacterial capsule biogenesis inhibitors, alamar blue (AID 488966); E. coli UTI89 K1F phage lysis, alamar blue, 2 h; higher % means a stronger effect; inhibition, % at 100 µM; hits with a dose series show IC50 in µM; 0.02% of 340,000 active;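 active means phage lysis inhibition, versus mean bacterial control, above a set limit; inconclusive means no clear call, values can overlap the other calls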;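 further: capsule biogenesis inhibitors block K1F phage lysis so surviving cells raise fluorescence; higher fluorescence means more inhibition of phage lysis; actives were called in the ten point dose series up to 300 µM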
TNAP activation fold = human TNAP enzyme activators, primary screen, biochemical, luminescent, no phosphate acceptor, uHTS (AID 1001). one-dose activation fold at 20 µM; EC50 in µM for titrated hits. purified TNAP, luminescent activation assay, no phosphate acceptor; higher activation fold means a stronger effect. 0.03% of 200,000 active; in the data active means activation fold from about 3, or a potency from the dose series; inactive means the rest, 99 in 100 with activation fold below about 1.6; further: many of its hits are not listed in these tables
Rac1 GTP hydrolysis = MgcRacGAP GTPase-activating activity inhibitors, confirmation, biochemical, ADP Hunter fluorescence; MgcRacGAP-stimulated Rac1 GTP hydrolysis, ADP Hunter fluorescence; higher % means a stronger effect; GST-tagged Rac1 F28L mutant substrate; inhibition, % at 30 µM; hits with a dose series show IC50 in µM; 0.6% of 340,000 active; AID 624330;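 active means first-screen hits whose inhibition reached a set limit at any dose in the follow-up dose series; inconclusive means inhibition above the set first-screen limit but never retested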;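 further: fluorescence reports GDP produced by GAP-driven GTP hydrolysis; strong numbers were not always called active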
T cell modulator vesicle-bound % = second read-out of T cell modulator, no call of its own (marks repeat the call); double positive events, %; measured here: CD8+ vesicle-bound cell fraction;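 binding gate set so that unloaded-vesicle control wells show 10% double positive cells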
NTR1 agonist cell count 20 µM = recorded beside NTR1 agonist, whose call it bears; cell count; measured here: cell count, cytotoxicity flag
Myeloid diff MLP GFP+ MAC1+ % = second read-out of Myeloid diff MLP, no call of its own (marks repeat the call); GFP+ MAC1+ double positive, %; measured here: differentiation confirmed by MAC1 staining
An asterisk follows results filed as active; i = inactive; ? = inconclusive; . = not tested or not shown; + = active, no number; [ ] = remark or other dose. Not a hit list; overall some 2.3% were active at least once.

SMILES	Myeloid diff MLP	Myeloid diff MLP GFP+ MAC1+ %	NTR1 agonist	NTR1 agonist cell count 20 µM	RSV CPE inhibition	PhoP inhibition	Large T inhibition	T cell modulator	T cell modulator vesicle-bound %	UTI89 phage lysis	TNAP activation fold	Rac1 GTP hydrolysis
Cc1ccc(S(=O)(=O)NCCC(=O)Nc2nccs2)cc1	i	0.3	0.7	46	1.0%	0%	4%	i	21	-0.6%	1.1	-9%
CCSc1ccc(/C(N)=N/OC(=O)c2cccs2)cn1	i	0.5	2.2	59	1.1%	-5%	8%	i	22	1.4%[50 µM]	.	10%
COC(=O)c1cc(C)sc1NC(=O)c1cccnc1	i	1.1	-0.4	43	0.2%	1%	3%	i	52	0.3%	1	5%
CCCCn1c(-c2cc(Cl)ccc2OC)n[nH]c1=S	i	5.3	-1.1	61	0.4%	0%	-19%	i	59	1.0%	1	1%
CC(C)NC(=O)NC(=O)COc1ncnc2sccc12	i	1.3	0.3	74	2.8%	3%	-2%	i	26	0.6%	0.9	5%
Fc1ccc2nc(N3CCCCC3)sc2c1	i	2.0	2.3	80	0.7%	-1%	2%	i	9	0.6%	1.1	3%
COc1ccc(CNC(=O)COc2ccc(S(=O)(=O)NC(C)C)cc2)cc1	i	3.8	-0.8	33	-0.4%	-6%	0%	i	17	5.8%	1.1	2%
CCCCC(=O)Nc1ccc(C(=O)NCCCn2ccnc2)cc1	i	6.6	3.9	79	-0.9%	3%	2%	i	29	3.2%	1.1	7%
COCCC1CCCCN1C(=O)c1ccc2nc(Cc3ccccc3F)oc2c1 (stereo not given)	i	2.9	0.1	47	1.1%	-2%	5%	i	52	-0.2%	.	8%
Cc1ccc(S(=O)(=O)Nc2ccc(NC(=O)CN3CCCCC3)cc2)cc1	i	0.8	-1.5	40	-2.7%	11%	-3%	i	42	1.7%	1.1	10%
Cc1nn(CC(=O)OCCOc2ccc(Br)cc2)c(C)c1[N+](=O)[O-]	i	0.9	3.2	28	2.2%	-8%	2%	i	23	0.1%	1	7%
COCCN(C(=S)Nc1ccc(C(C)C)cc1)C(C)c1cccs1 (stereo not given)	i	0.4	5.6	58	4.1%	-7%	2%	i	34	0.0%	1.1	3%
COc1cc(CNn2cnnc2)ccc1OCC(=O)NC(C)(C)C	i	1.6	-1.3	53	0.4%	1%	3%	i	23	-0.1%	1.1	0%
CCOC(=O)c1ccccc1NC(=O)c1cccc(F)c1	i	0.9	2.0	55	-0.2%	4%	-2%	i	9	0.0%	1.2	11%
O=C1C2=C(CCCC2)C(=O)N1c1cccc(OCCBr)c1	i	0.2	0.8	47	0.0%	-2%	12%	i	23	1.1%	1	5%
Cc1ccc(S(=O)(=O)NCCC(=O)N2CCC(Cc3ccccc3)CC2)cc1	i	0.4	7.3	48	17%	-7%	10%	i	37	-0.7%[50 µM]	.	4%
COc1ccc(C/C(N)=N/OC(=O)CCc2ccccc2)cc1	i	0.7	1.4	49	1.6%	-3%	24%	i	21	0.0%	.	9%
Cc1nc(NS(=O)(=O)c2ccc(Cl)s2)c2c3c(sc2n1)CCCC3	i	0.2	1.1	73	10%	-10%	11%	i	18	0.0%	.	12%
COc1cc(NC(=S)NCCC(c2ccccc2)c2ccccc2)c(OC)cc1Cl	i	1.0	1.1	74	13%	-7%	12%	i	44	8.5%	1.5	2%
O=C1CCCc2ccccc2N1Cc1ccc(Cl)cc1Cl	i	0.2	2.6	39	6.8%	0%	5%	i	42	-0.1%	1.1	9%
Cc1cc(C(=O)Nc2cccc(O)c2)c(C)o1	i	3.0	0.4	51	-0.2%	13%	5%	i	5	-2.4%	1	7%
O=C(O)C1CCCN(C(=O)NCc2ccccc2)C1 (stereo not given)	i	1.1	-1.8	75	1.1%	-3%	8%	i	13	-0.4%	1.1	-14%
CCn1cc(CN2CCCC(CNS(=O)(=O)Cc3ccccc3)C2)cn1 (stereo not given)	i	0.3	0.1	43	-2.0%	0%	-8%	i	14	-0.3%	1.1	5%
CC[n+]1ccc(/C=C/c2ccc(N(C)C)cc2)c2ccccc21	+	8.8*	.	.	.	-32%	36%	.	.	-0.5%	0.5	36µM*
Cc1cccc(Nc2nc(-c3ccc4c(c3)OCCO4)cs2)c1	i	0.3	1.6	46	9.3%	-5%	19%	i	58	-0.3%	1	11%
C=CCSc1nc2c(C(=O)OCC)nnn2c2ccccc12	i	0.2	.	.	1.2%	6%	-4%	i	17	-1.0%[50 µM]	.	6%
Cc1c(Cl)c([N+](=O)[O-])nn1CCCC(=O)Nc1cc(Cl)ccc1Cl	i	1.2	1.2	41	1.0%	11%	-8%	i	58	1.4%[50 µM]	1.1	8%
Cc1ccn2c(=O)nc(SCC(=O)NC3CCCCC3)nc2c1	i	0.7	-0.9	61	0.7%	2%	12%	i	53	-0.4%	.	5%
Cc1ccc(-c2csc3ncnc(SCC(=O)NCc4ccc5c(c4)OCO5)c23)cc1	i	2.1	2.7	47	-1.1%	-7%	-5%	i	40	5.0%	1.1	6%
CCC(C)(C)NC(=O)CN(CC1CCCO1)C(=O)CNS(=O)(=O)c1ccccc1 (stereo not given)	i	0.4	-1.8	60	0.1%	3%	7%	i	34	0.3%	.	5%
CC(Sc1nc(N(C)C)nc(N2CCOCC2)n1)C(=O)Nc1ccccc1 (stereo not given)	i	0.7	0.6	63	1.4%	3%	24%	i	31	0.0%	1.1	4%
CCC(C(=O)NC1CCCCCC1)c1ccccc1 (stereo not given)	i	0.5	0.6	50	1.0%	.	19%	i	31	0.2%	.	3%
COc1cccc(OCCn2cc(C(=O)c3ccco3)c3ccccc32)c1	i	7.5	2.8	46	?	-5%	1%	i	40	-0.1%	1	5%
COC(=O)c1ccccc1NC(=O)c1cnn2cccnc12	i	0.7	-1.6	48	1.8%	-10%	6%	i	28	0.4%	1.1	3%
O=C(O)c1cc(OCc2ccccc2)cc(OCc2ccccc2)c1	i	0.3	-0.1	86	3.0%	5%	8%	i	24	0.0%	.	11%
CCCOC(=O)CSc1nnc(-c2cc(OC)c(OC)c(OC)c2)o1	i	0.7	-0.1	46	1.3%	-5%	-16%	i	13	1.9%	1.1	15%
COC(=O)C1=C(C)N(Cc2ccco2)C(=O)N[C@@H]1c1ccccc1	i	1.8	0.6	86	2.2%	9%	14%	.	.	-0.9%	1.1	9%
Cc1cnc(NC(=O)CCNC(=O)c2ccc([N+](=O)[O-])cc2)s1	i	0.4	-1.2	80	1.3%	-6%	8%	i	26	0.0%	1.2	9%
CCOc1ccc(N2CC(C(=O)Nc3ccc4c(c3)OCCO4)CC2=O)cc1 (stereo not given)	i	0.7	-1.4	37	-0.3%	-4%	-34%	i	44	-0.2%	.	5%
COc1ccc(C(CNC(=O)c2cc3ccccc3o2)N2CCCCC2)cc1 (stereo not given)	i	0.5	2.1	65	-0.8%	4%	25%	i	48	0.1%	1	5%
COc1ccc(C(=O)CNc2ccccc2C#N)cc1	i	0.5	0.9	58	2.7%	-3%	11%	i	45	0.0%	1.1	-1%
CN(C)c1ccc(C(=S)N2CCN(C(=S)Nc3cccc4ccccc34)CC2)cc1	i	0.9	0.3	65	0.0%	-8%	7%	i	31	0.1%	1.1	13%
CC(Sc1nnc(Cc2ccccc2)o1)C(=O)Nc1ccccc1[N+](=O)[O-] (stereo not given)	i	0.4	1.7	42	0.2%	.	.	i	8	0.0%[50 µM]	.	2%
CSc1nnc(-c2ccc(NC(N)=S)cc2)o1	i	1.3	0.2	43	.	.	21%	i	19	-1.0%	.	2%
Cc1ccc(S(=O)(=O)N(C)c2ccc(C(=O)N3CCOCC3)cc2)cc1	i	3.5	2.2	44	0.2%	5%	-3%	i	17	-0.3%	.	-4%
CN(C)CCCNC(=O)C(=O)Nc1cc2c3c(c1)CC(=O)N3CCC2	i	2.8	-0.5	78	0.1%	-11%	14%	i	17	0.2%	.	9%
COC(=O)N/N=C/c1cn(CCOc2ccccc2OC)c2ccccc12	i	0.4	-1.2	49	0.1%	-2%	9%	i	38	0.0%	.	-8%
O=C(c1cccc(OC2CCN(Cc3ccc(F)cc3)CC2)c1)N1CCCC1	i	3.4	-1.2	55	.	.	.	.	.	0.3%	.	3%
COCc1ccc(C(=O)Nc2ccccc2C(=O)NCc2cccnc2)cc1	.	.	-0.8	43	1.9%	-2%	10%	i	29	0.3%	.	5%
CCN(CC)CCCNC(=O)CSc1nc(-c2ccc(F)cc2)cc(C(F)(F)F)n1	i	0.0	1.0	48	-2.5%	-9%	15%	i	6	0.4%	1	6%
COc1cccc(CC2(CO)CCN(S(=O)(=O)c3ccc(OC)cc3OC)CC2)c1	i	1.0	0.7	50	9.6%	-6%	8%	i	59	-0.8%	.	7%
Cc1ccc2c(CN3CCN(CCO)CC3)cc(=O)oc2c1C	i	7.1	-0.8	58	-1.8%	-11%	3%	.	.	8.5%	1.1	0%
CSc1cc(-c2ccccc2)n(C)c(=O)c1C#N	i	0.1	1.6	28	8.7%	-7%	4%	i	27	-1.3%	1	8%
COc1ccc(C(=O)COC(=O)Cn2cnc3c2c(=O)n(C)c(=O)n3C)c(OC)c1	i	1.0	-0.1	63	1.7%	-2%	9%	i	57	2.8%[50 µM]	.	6%
COC(=O)c1c(C)[nH]c(C(=O)CN(C)CC(=O)Nc2cccc(F)c2)c1C	i	0.6	0.7	60	3.5%	.	.	i	9	0.7%[50 µM]	.	-2%
Cn1c(Cn2cnc3ccccc32)nnc1SCc1ccccc1	i	0.3	-0.6	88	3.1%	-4%	-1%	i	10	0.2%	1.1	7%
COc1ccc(CC(=O)N(C)CC(=O)Nc2c(C)cccc2C)cc1S(=O)(=O)N1CCOCC1	i	1.7	-2.4	53	0.7%	.	.	i	35	0.3%[50 µM]	.	6%
